# Source: PubChem BioAssay
# NPY-Y1 antag = antagonists of human neuropeptide Y receptor Y1. 1% of 200,000 active. inhibition, % at 3.6 µM. P25929. HEK293-CNG Y1 cells, membrane potential fluorescence; NPY at EC95, then isoproterenol;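 active = inhibition above the campaign mean inhibition of all tested compounds plus 3 SD, cut at about 20% in these data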;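 note: 0% = DMSO wells given NPY plus isoproterenol and 100% = isoproterenol alone without NPY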
# Target sequence (P25929 whole entry, looked up): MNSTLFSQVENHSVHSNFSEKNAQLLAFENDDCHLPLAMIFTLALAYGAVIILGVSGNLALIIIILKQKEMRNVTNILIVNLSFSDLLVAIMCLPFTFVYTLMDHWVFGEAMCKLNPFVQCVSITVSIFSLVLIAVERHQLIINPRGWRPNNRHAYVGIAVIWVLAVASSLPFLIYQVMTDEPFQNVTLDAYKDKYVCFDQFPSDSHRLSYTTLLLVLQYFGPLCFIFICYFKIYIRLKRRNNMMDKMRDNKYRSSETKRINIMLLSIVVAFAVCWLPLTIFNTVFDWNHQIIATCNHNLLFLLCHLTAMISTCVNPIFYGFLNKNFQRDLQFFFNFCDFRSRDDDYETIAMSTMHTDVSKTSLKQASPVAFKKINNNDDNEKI
#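 Material: HEK293 Y1/CNG channel cell line | Also added: NPY (25 nM), isoproterenol (1 µM), Ro 20-1724 (25 µM) | Compound: One concentration, 3.6 µM, in 0.4% DMSO | Schedule: 3 h dye uptake, 1 h room-temperature compound, 45 min post-isoproterenol | Signal: Membrane-potential fluorescent dye readout | Read-out: % inhibition of NPY effect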
# CHOP inhibitor = blocks CHOP induction under ER stress. CHO-K1 CHOP-promoter luciferase, tunicamycin-induced, 15-18 h. inhibition, % at 10 µM. 3.8% of 220,000 active;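 active = compounds that reduced the stress-induced luciferase reporter signal by more than about 70% of percent inhibition, limit read from the data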;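 note: 0% = tunicamycin plus vehicle and 100% = wells without tunicamycin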
# TRPML3 ag = activates the human TRPML3 channel; HEK293 TRPML3-YFP, Fluo-8 calcium fluorescence; 100% = the carbachol control signal; AID 1448; activation, % at 3 µM; Q8TDD5; 0.29% of 220,000 active;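 active = activation above its plate's cutoff, the mean activation of the plate's test wells plus 3 SD, cut at about 12% in these data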;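 note: 0% = DMSO only wells and 100% = carbachol wells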
#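 Test system: TRPML3-YFP stable HEK293 cells. Doses: single point at 3 µM. Incubation: dye loading 1 h 37 °C then 30 min ambient, 125 s read. Signal: Fluo-8 calcium dye fluorescence, ex 470-495, em 515-575 nm. Measure: percent activation from peak-to-basal fluorescence ratio, scaled between DMSO and carbachol.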
# NPY-Y2 PAM-ag = potentiators or agonists of human neuropeptide Y receptor Y2; activation, % at 3.6 µM; 0.45% of 220,000 active; cells expressing NPY-Y2, potentiator/agonist read-out; in the data active = activation above about 27%;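 note: cells stimulated with NPY near EC25 plus isoproterenol at EC100; 0% = vehicle plus submaximal agonist and 100% = vehicle plus saturating agonist; some results beyond the cut were filed as inactive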
# EP2 modulator = modulators of human EP2 prostaglandin E2 receptor; P43116; EP2-expressing cells, cAMP HTRF FRET, PGE2 co-stimulation; induction, % at 25 µM; 0.83% of 260,000 active;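 active = compounds whose cAMP rise, as percent of the full-agonist control response, exceeds 60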;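 note: rat C6 glioma line stably carrying human EP2 under a CMV promoter; the protocol text gives 20 µM as final concentration; 100% = response of wells given 1 µM PGE2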
# Target sequence (P43116 whole entry, looked up): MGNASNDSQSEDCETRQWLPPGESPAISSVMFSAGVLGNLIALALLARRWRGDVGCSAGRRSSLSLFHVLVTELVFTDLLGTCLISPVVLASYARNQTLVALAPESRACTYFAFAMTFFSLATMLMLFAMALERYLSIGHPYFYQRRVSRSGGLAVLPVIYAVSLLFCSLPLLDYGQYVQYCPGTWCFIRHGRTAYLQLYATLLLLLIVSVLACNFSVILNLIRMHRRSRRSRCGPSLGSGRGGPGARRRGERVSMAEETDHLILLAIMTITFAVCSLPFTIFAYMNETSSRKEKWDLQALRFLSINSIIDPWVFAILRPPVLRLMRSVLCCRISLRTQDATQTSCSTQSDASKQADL
# NPY1 pot ag = potentiates or activates human NPY-Y1 receptor | P25929 | NPY-Y1 expressing cells, potentiator/agonist activation | activation, % at 3.6 µM | 0.37% of 220,000 active; in the data active = activation above about 33%, passing the limit was not always enough;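 note: cells stimulated with NPY at EC10 then isoproterenol at EC100; 0% = low agonist plus stimulus and 100% = saturating agonist plus stimulus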
# zfTRPN1 agonist = activates the zebrafish TRPN1 channel. 0.18% of 220,000 active. HEK293 zebrafish TRPN1-YFP, Fluo-8 calcium fluorescence; 100% = response to 87 µM carbachol. activation, % at 3 µM;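 active = activation above its plate's cutoff, the mean activation of test wells on that plate plus 3 SD, cut at about 19% in these data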;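 note: 0% = DMSO alone and 100% = 87 µM carbachol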
#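 Material: zebrafish TRPN1-YFP in HEK293 cells. Doses: one dose of 3 µM, 0.3% DMSO. Incubation: dye 1 h 37 °C plus 30 min RT. Measured by: intracellular calcium fluorescence with Fluo-8.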
# S1P4 antagonist = human S1P4 receptor antagonism. inhibition, % at 4.98 µM. O95977. AID 1510. 0.26% of 220,000 active. S1P4-expressing cells, antagonist mode, reporter read-out; in the data active = inhibition above about 29%;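 note: 0% = wells stimulated with agonist and 100% = vehicle wells without agonist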
# S1P4 ag = agonists of human S1P4 receptor. 0.35% of 220,000 active. activation, % at 4.98 µM. O95977. S1P4-expressing cell line, agonist reporter assay; in the data active = activation above about 11%;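 note: 0% = DMSO vehicle and 100% = reference agonist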
# Starred values were filed as active, the others as inactive; / = not tested or not shown; & = joins results of further samples. Compounds were not picked by outcome. About 6.5% of those tested had a hit in this group.
(1) CC(C(=O)N1CC2(C)CC1CC(C)(C)C2)N1C(=O)c2ccccc2C1=O (stereo not drawn)
(2) CC(C)Oc1cccc(C(=O)Nc2ccc(N3CCN(S(C)(=O)=O)CC3)cc2)c1
(3) O=C(Nc1cccc([N+](=O)[O-])c1)c1[nH]ncc1Cl
(4) CCOc1cccc(/C=N/N2C(=O)CSC2=S)c1O
(5) CCOC(=O)N1CCN(c2c(NCc3ccccc3Cl)c(=O)c2=O)CC1
(6) Cc1ccc(C(c2sc3ncnn3c2O)N2CCCCC2)cc1 (stereo not drawn)
(7) CN1CCN(c2ccc(S(=O)(=O)N3CCCCC3)cc2NC(=O)Cc2ccc(Cl)cc2)CC1
(8) O=S(=O)(NC1CC1)c1ccc(S(=O)(=O)N2CCCC(c3nc(-c4cccnc4)no3)C2)cc1 (stereo not drawn)
entry no.	1	2	3	4	5	6	7	8
NPY-Y1 antag	0.3	-2.8	5.8	5.4	/	3.6	-2.4	7.2
CHOP inhibitor	41.6	-43.4	-17.9	18.8	4.7	-0.5	-9.8	55.7
TRPML3 ag	-0.4	0.7	1.1	0.6	0.5	-0.2	1.1	2.7
NPY-Y2 PAM-ag	-7.8	9.6	7.1	-9.5	5.3	-8.6	6.3	-1.8
EP2 modulator	-3.0	-7.3&19.3	-34.5	-20.5	-2.4	11.1	-10.1	-14.9
NPY1 pot ag	8.5	10.5	16.1	-23.0	-8.1	-2.9	-1.2	-1.6
zfTRPN1 agonist	-0.7	1.6	1.5	1.0	1.4	-0.4	4.0	6.0
S1P4 antagonist	4.3	-21.3	-5.9	-14.5	4.5	-8.4	5.9	0.5
S1P4 ag	-0.9	2.1	-0.3	1.6	0.9	-1.9	-0.8	1.5

(9) COC(=O)c1ccc(N=CC2=C(O)CC(c3ccccc3)CC2=O)cc1 (stereo not drawn)
(10) O=c1c(Cl)c(N2CCN(S(=O)(=O)c3ccccc3)CC2)cnn1-c1ccccc1
(11) CCN(CC)S(=O)(=O)c1ccc(N=NC2=C(O)CC(C)(C)CC2=O)cc1
(12) CCC(=O)NCc1ccc2[nH]c(C)cc2c1
(13) COCCCNc1oc(-c2cccs2)nc1S(=O)(=O)c1ccc(C)cc1
(14) COc1ccc(S(=O)(=O)NCCC(=O)NC2CCCCCCC2)cc1
(15) CCOc1ccc(NC(=S)NC(=O)/C=C/c2ccc(OC)c(OC)c2)c([N+](=O)[O-])c1
(16) O=C(CN1CCN(c2ccccc2F)CC1)c1ccc2c(c1)OCO2
entry no.	9	10	11	12	13	14	15	16
NPY-Y1 antag	/	2.1	-1.1	1.0	1.2	-2.9	-0.1	2.9
CHOP inhibitor	2.5	20.4	0.3	-0.4	37.2	27.4	80.6*	15.6
TRPML3 ag	0.7	0.9	1.0	0.4	-0.2	-0.5	1.1	1.4
NPY-Y2 PAM-ag	4.1	0.4	1.0	0.1	13.0	1.5	5.1	5.9
EP2 modulator	9.9	-37.8	17.6	1.9	18.0	-4.3	-9.7	9.0
NPY1 pot ag	-9.4	12.6	8.2	16.0	-15.7	6.8	4.8	-31.6
zfTRPN1 agonist	0.9	-1.2	0.3	2.6	-1.7	-0.7	-1.1	-1.0
S1P4 antagonist	-0.5	0.2	-14.7	-1.6	5.0	12.4	-11.9	-2.6
S1P4 ag	1.9	1.6	-0.8	0.4	2.2	-0.8	0.4	-1.0

(17) Cc1ccc(C(=O)NNc2ncnc3ccccc23)cc1
(18) CSCC[C@H](NC(=O)Nc1ccc(C)cc1)C(=O)O
(19) Cc1ccc(S(=O)(=O)NCCCC(=O)O)cc1
(20) Cc1csc(Nc2ccc(Cl)cc2)n1
(21) FC(F)(F)c1cccc(NC(=S)N2CCN(c3cccc(C(F)(F)F)c3)CC2)c1
(22) OCCCc1nc2n(n1)C(c1ccccc1Cl)C=C(c1cccs1)N2 (stereo not drawn)
(23) Cc1ccc(NC(=O)C2CCCN(S(=O)(=O)c3cnc[nH]3)C2)cc1F (stereo not drawn)
(24) COc1ccc(C(=O)Nc2cccc(C(C)=O)c2)cc1S(=O)(=O)N1CCOCC1
entry no.	17	18	19	20	21	22	23	24
NPY-Y1 antag	/	-1.3	2.7	1.3	-9.2	8.6	-5.7	4.8
CHOP inhibitor	3.7	-1.2	-6.5	16.4	107.4*	-7.5	-2.3	16.7
TRPML3 ag	0.4	0.5	1.1	0.3	-0.3	-0.4	0.1	0.8
NPY-Y2 PAM-ag	-33.9	6.4	-1.8	14.9	-0.9	4.2	-1.5	-25.1
EP2 modulator	20.6	-11.6	4.4	16.5	16.4	6.7	10.0	3.1
NPY1 pot ag	-28.7	17.4	4.9	5.4	17.8	-0.5	21.7	-18.0
zfTRPN1 agonist	3.3	1.9	-0.5	-2.4	-0.5	0.5	0.8	0.9
S1P4 antagonist	5.4	-3.1	-2.9	-10.8	-2.1	18.6	-9.2	-2.5
S1P4 ag	-0.9	0.5	-0.8	0.1	1.0	0.7	-0.4	24.3*

(25) CC(C)Nc1nnc(SC(C)C(=O)NCc2ccc3c(c2)OCO3)s1 (stereo not drawn)
(26) Cc1cc(=O)c2ccc(Cl)cc2[nH]1
(27) CCCC/S(CC1CC1(Cl)Cl)=N\S(=O)(=O)c1ccc(C)cc1 (stereo not drawn)
(28) O=C(NCC1CCCO1)C1CCC(=O)N1Cc1ccccc1Cl (stereo not drawn)
(29) ON1C2CCCCC2N(O)C1c1ccccc1C(F)(F)F (stereo not drawn)
(30) Cn1c(-c2cnn(-c3ccccc3)c2-n2cccc2)n[nH]c1=S
(31) O=[N+]([O-])c1ccc(/C=N/n2cn[nH]c2=S)cc1
(32) COc1ccc(-n2c(-c3ccc(Br)cc3)c[n+]3c2CCC3)cc1
entry no.	25	26	27	28	29	30	31	32
NPY-Y1 antag	1.4	5.4	3.3	2.6	-0.4	-0.2	/	-2.8
CHOP inhibitor	21.3	3.2	-14.6	-13.7	2.0	-11.0	4.7	1.4
TRPML3 ag	0.3	0.3	0.2	0.2	0.0	0.2	0.5	0.7
NPY-Y2 PAM-ag	-3.4	11.4	-10.7	9.9	6.1	15.2	1.5	-1.2
EP2 modulator	9.4	38.6	2.4	10.1	-4.7	21.2	-14.2	-2.6
NPY1 pot ag	-17.6	-5.8	-11.7	-8.0	23.3	17.9	6.2	7.1
zfTRPN1 agonist	0.1	1.6	-2.4	0.8	0.2	0.1	-1.6	0.8
S1P4 antagonist	-0.8	-0.7	-18.5	10.8	-31.1	-5.0	4.1	-12.6
S1P4 ag	0.1	1.9	2.6	-0.3	-1.4	-1.9	-0.1	1.5

(33) CCN(CC)C(=O)CSc1nc2sc(C)c(C)c2c(=O)[nH]1
(34) CN(C)CCCn1c(N)c(C#N)c2nc(C#N)c(C#N)nc21
(35) O=C(NCc1ccccc1)C1CC2CCCC(C1)C2=O (stereo not drawn)
(36) O=C1c2ccccc2C(Nc2ccc3c(c2)OCCO3)N1Cc1ccco1 (stereo not drawn)
(37) Cc1c(NC(C)c2cc(Cl)ccc2O)c(=O)n(-c2ccccc2)n1C (stereo not drawn)
(38) COc1ccc(-c2cc(C(=O)n3cnc4ccccc43)c3ccccc3n2)cc1
(39) CCOC(=O)CN(C(=O)CSc1nnc(COc2ccc(OC)cc2)n1C)c1ccccc1
(40) CCCNC(=S)N1CCN(Cc2ccc3c(c2)OCO3)CC1
entry no.	33	34	35	36	37	38	39	40
NPY-Y1 antag	4.9	-6.2	-5.1	-4.8	10.9	26.2*	-13.9	-4.7
CHOP inhibitor	29.2	20.2	-8.4	47.5	36.3	22.2	-6.7	-1.3
TRPML3 ag	0.7	0.3	0.6	0.0	-0.7	0.9	-0.8	0.2
NPY-Y2 PAM-ag	-25.5	4.5	-8.8	13.8	7.7	-116.9	103.4*	-1.6
EP2 modulator	13.0	12.0	8.7	-25.3	2.2	37.2	-21.4	10.4
NPY1 pot ag	-0.9	-13.9	-2.0	4.6	-6.7	-121.5	112.5*	-4.1
zfTRPN1 agonist	0.7	0.3	0.0	1.6	-0.8	0.3	0.1	-0.4
S1P4 antagonist	0.1	-11.8	-20.4	-0.8	-9.4	3.7	-2.2	-21.8
S1P4 ag	-2.4	6.4	-2.6	2.5	0.2	1.5	0.4	0.6

(41) O=C(O)CCn1c(=O)n(CCC(=O)O)c(=O)n(CCC(=O)O)c1=O
(42) O=c1[nH]c(SCc2cccc(F)c2)nc2c1CCCC2
(43) CCOC(=O)c1cc2sccc2n1CC(=O)C(C)(C)C
(44) c1ccc2c(c1)CCN(C1=Nc3cccc4cccc1c34)C2
(45) CN(CC(=O)NC1CCCCCC1)S(=O)(=O)c1ccc2c(c1)n(C)c(=O)c(=O)n2C
(46) O=C(N/N=C1\CC2CC=CC12)c1ccccc1Cl (stereo not drawn)
(47) COc1ccc(-n2cc(CNC3CCN(C)CC3)c(-c3cccc(F)c3)n2)cc1
(48) O=C(N1CCCCCC1)N1CCN(S(=O)(=O)N2CCCCC2)CC1
(49) C/C(=N\OCC(=O)O)c1ccc(Cl)cc1
entry no.	41	42	43	44	45	46	47	48	49
NPY-Y1 antag	-3.8	10.1	9.4	-5.1	2.0	2.9	21.9*	0.5	/
CHOP inhibitor	-4.5	5.3	41.7	-1.7	67.7	3.5	-32.6	14.5	-4.7
TRPML3 ag	-1.0	-1.2	-0.3	0.9	0.9	0.4	2.0	0.9	0.5
NPY-Y2 PAM-ag	-14.2	-3.1	-2.0	33.0*	-17.5	3.2	-40.6	-8.5	-14.0
EP2 modulator	38.5	40.6	13.7	-68.3	12.5	11.6	-4.8	6.7	2.7
NPY1 pot ag	1.3	-9.8	3.6	37.9	4.4	7.5	-19.8	8.5	-9.9
zfTRPN1 agonist	1.7	-1.1	-1.8	1.0	1.3	0.6	1.4	2.2	1.2
S1P4 antagonist	-13.2	10.8	-8.2	0.5	-4.1	-32.1	0.3	-12.2	3.2
S1P4 ag	0.8	1.0	0.1	1.0	2.1	-0.7	-0.7	-3.8	1.4

# An excerpt from above, limited to CHOP inhibitor, S1P4 ag and TRPML3 ag:
cpd	Compound	CHOP inhibitor	S1P4 ag	TRPML3 ag
14	COc1ccc(S(=O)(=O)NCCC(=O)NC2CCCCCCC2)cc1	27.4	-0.8	-0.5
15	CCOc1ccc(NC(=S)NC(=O)/C=C/c2ccc(OC)c(OC)c2)c([N+](=O)[O-])c1	80.6*	0.4	1.1
16	O=C(CN1CCN(c2ccccc2F)CC1)c1ccc2c(c1)OCO2	15.6	-1.0	1.4
17	Cc1ccc(C(=O)NNc2ncnc3ccccc23)cc1	3.7	-0.9	0.4
